Glyco luc inh: increase of ERlucT glycosylation luciferase signal, primary screen, N-linked glycosylation inhibitor project, D54 ERlucT cells, luminescence, set 2 | D54 ERlucT glycosylation luciferase reporter, 24 h; percent of 100 nM tunicamycin response | reporter increase, % at 12.5 µM | 360,000 tested, 0.23% active | AID 588692, 2011;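 active means mean luciferase reporter signal, scaled so untreated is 0 and the glycosylation-blocking control 100, at or above a set limit in every replicate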;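 further: luciferase carries N-glycosylation sites so blocking glycosylation raises the light; 0% = median of neutral control wells and 100% = median of 100 nM tunicamycin wells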
Vif imaging: HIV Vif self-association inhibitors, primary screen, imaging, HEK293T, single point | HEK293T cells, Vif self-association by quenched fluorescence, 24 h | inhibition, % at 7.49 µM | 340,000 tested, 0.35% active; in the data active means inhibition above about 50%, passing the limit was not always enough; further: some results filed as inactive read as strong as hits
ABCB6 inh MLPCN: ABCB6 transporter inhibitors, primary screen, K562-ABCB6 cells, flow cytometry, MLPCN library. ATP-binding cassette sub-family B member 6 (Homo sapiens), Q9NP58. fluorescence ratio to DMSO, % at 10 µM. 360,000 tested, 0.19% active. K562-ABCB6 porphyrin accumulation, 1 h; hits give low values;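 active means fluorescence ratio to DMSO below 75%, the collection mean minus 3 SD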;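 further: signal is porphyrin accumulated inside mitochondria; 100% equals median channel fluorescence of DMSO control wells; lower ratio means ABCB6 inhibition with less porphyrin fluorescence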
MC4R antag cAMP: MC4R antagonists of cAMP signaling, primary screen, cell-based, TR-FRET, antagonist arm of biased-ligand search; MC4R-expressing cells, MTII-stimulated cAMP, LANCE TR-FRET; inhibition, % at 6.5 µM; 360,000 tested, 0.48% active; AID 540295, 2011;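 active means inhibition above its plate's cutoff, the mean of tested wells on that plate plus 3 SD, cut at about 29% in these data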;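 further: 0% = Melanotan II alone and 100% = Melanotan II plus saturating MCL0020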
Target sequence (P32245 whole entry, looked up): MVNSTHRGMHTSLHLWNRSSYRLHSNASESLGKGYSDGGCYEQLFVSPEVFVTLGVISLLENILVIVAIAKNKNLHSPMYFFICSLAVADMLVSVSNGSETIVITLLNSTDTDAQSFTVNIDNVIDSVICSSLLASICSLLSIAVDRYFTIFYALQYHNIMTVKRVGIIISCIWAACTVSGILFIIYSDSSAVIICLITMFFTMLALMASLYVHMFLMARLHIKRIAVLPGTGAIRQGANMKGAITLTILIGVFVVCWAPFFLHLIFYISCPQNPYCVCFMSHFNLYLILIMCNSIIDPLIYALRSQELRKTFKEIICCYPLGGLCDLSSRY
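Assay system: U2OS cells stably expressing human melanocortin 4 receptor (MC4R) / Dosing: 6.5 µM / Timing: compound 30 min, challenge 1 h, detection 1 h / Measured by: Eu-cAMP/anti-cAMP TR-FRET, emission 671 nm / Replicates: singlicate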
aDG glyco up: activators of alpha-DG glycosylation, primary screen, uHTS, Pro5-aDG cells, AlphaScreen; alpha-DG glycosylation AlphaScreen (IIH6); 0% Pro5, 100% B10-LARGE cell signal; 360,000 tested, 0.22% active; activation, % at 10 µM;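 active means activation of at least 8% versus controls, or a plate z-score of at least 8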;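 further: Pro5 are CHO cells carrying HIG-tagged alpha-DG that lacks glycosylation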
MC4R barr agon: MC4R agonists recruiting beta-arrestin, primary screen, cell-based, luminescence, agonist arm of biased-ligand search; 360,000 tested, 0.98% active; Melanocortin receptor 4 (Homo sapiens), P32245; U2OS MC4R beta-arrestin complementation; percent of melanotan II response, DMSO zero; AID 540308, 2011; activation, % at 8.9 µM;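 active means activation above a per-plate cutoff, the mean activation of sample wells on that plate plus 3 SD, cut at about 8% in these data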
ABHD5-PLIN5 inh: ABHD5-PLIN5 interaction inhibitors, primary screen, cell lysate, split luciferase complementation, luminescence; Perilipin-5 (Homo sapiens) + 1-acylglycerol-3-phosphate O-acyltransferase ABHD5 (Homo …; Split G. princeps luciferase complementation, 4 h; inhibition, % at 4 µM; 360,000 tested, 0.78% active;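 active means inhibition above the mean inhibition across every tested compound plus 3 SD, cut at about 22% in these data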;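 further: 0% = DMSO only wells and the 100% control is not disclosed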
TLR9-MyD88 block: inhibitors of TLR9-MyD88 association in cells, primary screen, cell-based, CHO, BLA complementation, fluorescence; Toll-like receptor 9 (Homo sapiens) + Myeloid differentiation primary response protein …; CCF4 FRET ratio; inhibition, % at 4.98 µM; 340,000 tested, 0.21% active;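 active means inhibition above the mean over all tested compounds plus 3 SD, cut at about 21% in these data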;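 further: 0% = DMSO only wells and 100% = clavulanate BLA inhibitor control wells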
Granule exo inh: LAMP-1 surface exposure blockers, TALL-104 cells – cell-based, flow cytometry, MLPCN library, primary screen; TALL-104 LAMP-1 surface exposure; cells stimulated with thapsigargin and PMA; inhibition, % at 10 µM; 360,000 tested, 0.66% active; AID 651702, 2012;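 active means inhibition above about 55%, limit read from the data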
NOD2-RIPK2 inh: NOD2-RIPK2 binding disruptors in cells, primary screen, fluorescence, CHO cells, BLA complementation | Receptor-interacting serine/threonine-protein kinase 2 (Homo sapiens), O43353 | CCF4 ratio | inhibition, % at 4.98 µM | 360,000 tested, 0.38% active | AID 624267, 2012; in the data active means inhibition above about 21%;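 further: 0% = vehicle only and 100% = reference blocker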
Target sequence (O43353 whole entry, looked up): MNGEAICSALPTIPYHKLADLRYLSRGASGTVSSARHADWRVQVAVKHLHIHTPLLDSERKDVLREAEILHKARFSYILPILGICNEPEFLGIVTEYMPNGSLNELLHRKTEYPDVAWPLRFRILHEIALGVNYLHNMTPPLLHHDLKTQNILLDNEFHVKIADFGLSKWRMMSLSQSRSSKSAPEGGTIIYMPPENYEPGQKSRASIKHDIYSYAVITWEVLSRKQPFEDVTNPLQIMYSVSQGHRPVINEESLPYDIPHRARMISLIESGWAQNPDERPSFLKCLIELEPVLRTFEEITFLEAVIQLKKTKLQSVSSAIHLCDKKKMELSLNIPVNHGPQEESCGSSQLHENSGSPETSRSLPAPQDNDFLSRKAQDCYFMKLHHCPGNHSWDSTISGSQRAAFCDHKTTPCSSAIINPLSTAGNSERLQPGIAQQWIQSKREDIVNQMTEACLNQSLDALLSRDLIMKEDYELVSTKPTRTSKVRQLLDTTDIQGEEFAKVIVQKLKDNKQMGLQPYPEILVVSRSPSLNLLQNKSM
* marks the source's active call; other numbers are inactive results; . = not tested or not shown.

Screens in order: Glyco luc inh | Vif imaging | ABCB6 inh MLPCN | MC4R antag cAMP | aDG glyco up | MC4R barr agon | ABHD5-PLIN5 inh | TLR9-MyD88 block | Granule exo inh | NOD2-RIPK2 inh
NC(=O)c1nsc(C(=O)N(c2ccc(F)cc2)C(C(=O)NCC2CCCO2)c2ccc3ncccc3c2)c1N (configuration not stated)
 : -1 | 3 | 110 | 9 | -0.2 | -0.3 | -1 | -6 | 12 | -1
COc1ccc(C)cc1NC(=O)C(=O)N1CCCC1
 : 3 | 4 | 89 | 11 | 0.0 | -0.6 | 8 | -3 | -3 | -10
COc1ccc(C2Nc3ccccc3C(=O)N2Cc2ccco2)cc1COc1ccccc1F (configuration not stated)
 : 3 | -1 | 108 | 8 | -0.3 | -1.5 | 23* | 1 | -1 | -2
CC(C)N1CC(C(=O)Nc2nc3ccccc3s2)CC1=O (configuration not stated)
 : 2 | 1 | 101 | 4 | 0.2 | -1.0 | -3 | 0 | 6 | 9
CCOC(=O)c1c(NC(C)=O)sc2c1C1CCN2CC1
 : 2 | . | 100 | 0 | 1.2 | -0.9 | 6 | -15 | 0 | -21
O=C(NCc1ccccc1F)Nc1nnc([C@@H]2C[C@H](O)[C@@H](CO)O2)s1
 : 0 | -5 | 106 | 19 | -0.4 | 0.6 | 0 | . | -3 | -3
COc1ccc(S(=O)(=O)Cc2ccc(C(=O)N3CCN(c4ccccc4F)CC3)o2)cc1
 : -2 | 2 | 105 | 0 | -0.3 | 0.0 | 7 | -2 | 9 | -3
CCc1ccc(NC(=O)CCS(=O)(=O)c2ccc(Cl)cc2)cc1
 : 1 | -13 | 92 | 1 | 0.0 | -0.9 | -6 | -16 | -1 | -5
CNC(=S)N/N=C(\C)c1ccc(N2CCOCC2)cc1
 : 0 | -3 | 153 | 0 | -0.1 | 0.5 | -5 | 8 | -2 | -7
O=C(COC(=O)c1ccco1)Nc1ccccc1
 : 1 | -16 | 97 | 2 | -0.1 | -0.4 | 4 | 2 | -1 | -1
S=c1sc(SCCOc2ccccc2)nn1-c1ccccc1
 : -2 | 4 | 106 | 6 | -0.2 | -0.8 | 0 | -2 | 7 | -15
COc1ccc(CNCc2cc(Cl)ccc2O)cc1
 : -2 | 0 | 99 | 1 | 0.0 | 0.3 | 12 | 1 | -1 | 2
COc1cc2nc(NC(=O)c3ccccc3)[nH]c(=O)c2cc1OC
 : 3 | . | 101 | -9 | -0.1 | 2.1 | 4 | 3 | -3 | 4
O=C(CSc1nnc(-c2cccnc2)n1Cc1ccccc1)NCc1ccco1
 : 0 | -5 | 101 | 9 | 0.3 | -1.9 | 8 | 8 | 2 | -1
CCOC(=O)N1CCN(C(=O)C(C)n2nc(C)n3c(cc4sccc43)c2=O)CC1 (configuration not stated)
 : 2 | 25 | 77 | -4 | 0.4 | -1.1 | -1 | 0 | -2 | -10
CC(C)Cn1cnc2c(SCc3ccccc3Cl)nc(N)nc21
 : -11 | -3 | 93 | -4 | 0.1 | -2.9 | -3 | 10 | -2 | 6
CCCc1cc(CN(C)C(=O)CC2C(=O)NCCN2Cc2ccccc2C)[nH]n1 (configuration not stated)
 : 1 | -2 | 98 | 2 | -0.2 | -1.3 | 5 | -2 | 4 | -10
COC(=O)c1ccc(Cl)c(NC(=O)CN2CCN(C)CC2)c1
 : 1 | -2 | 100 | -3 | 0.1 | -0.8 | 6 | 1 | 1 | 0
COc1cc(C(=O)Nc2cccc(-c3nc4cc(C)ccc4o3)c2)cc(OC)c1OC
 : 2 | -5 | 99 | 10 | -0.5 | -0.6 | -2 | -41 | -4 | 7
CCN1C(=O)/C(=C2/C=Cc3cc(C)ccc3N2CC)N(C)C1=S
 : -1 | 4 | 95 | -14 | -0.3 | -6.2 | 3 | -7 | -8 | -1
Cc1ccc(-n2c(C)cc(/C=N/NC(=O)c3ccc(CN4CCOCC4)cc3)c2C)cc1
 : -4 | -11 | 95 | 6 | 0.4 | -3.1 | -8 | -1 | -6 | 4
O=C(/C=C/c1ccccc1F)N1CCN(c2ccccn2)CC1
 : 5 | 0 | 93 | 2 | 0.1 | -2.2 | 1 | -1 | 3 | -14
CCc1cccc2c1NC(=O)[C@]21[C@@H]2C(=O)N(Cc3ccccc3)C(=O)[C@@H]2[C@@H]2CCCN21
 : -2 | 3 | 104 | 0 | 0.2 | 2.0 | 1 | -3 | 0 | -17
COC(=O)c1cccc(NC(=S)Nc2cc(Cl)ccc2OC)c1
 : 0 | -1 | 93 | -1 | 0.1 | -1.5 | -13 | 7 | 1 | 1
CC(NC(=O)c1ccc(F)cc1)C1CC2CCC1C2 (configuration not stated)
 : -1 | -12 | 94 | -1 | -0.1 | -0.4 | 5 | -5 | -4 | -4
COc1cccc(CN2CC(C(=O)NCCn3cccn3)CCC2=O)c1 (configuration not stated)
 : 2 | 1 | 103 | 10 | 0.0 | 0.7 | -4 | -8 | -9 | 10
N#CCCN(CCC#N)C(=O)COc1ccc(Cl)cc1Cl
 : 1 | 20 | 96 | 5 | -0.1 | -1.9 | 6 | -3 | 0 | -13
C#CCNC(=O)C1=C[C@@H](c2ccc(Br)cc2)C[C@@H](OCCCCO)O1
 : 1 | -11 | 96 | 3 | -0.1 | 1.2 | 4 | 5 | -4 | 2
CCOC(=O)/C(C#N)=C\c1ccc(N2CCN(C/C=C/c3ccccc3)CC2)cc1
 : -1 | -17 | 140 | 5 | 0.7 | 6.0 | -4 | 4 | -1 | 8
CCc1ccc(C2C(C(C)=O)=C(C(=O)OC)Nc3nnnn32)cc1 (configuration not stated)
 : -1 | -23 | 98 | -3 | -0.1 | 0.5 | 6 | 3 | -3 | 10
COCO/C=C(\NC(C)=O)c1ccccc1
 : 3 | -4 | 98 | 7 | -0.1 | -2.0 | 3 | -8 | -2 | -4
COc1ccc(N2CC(NC(=O)NCCC(C)C)CC2=O)cc1 (configuration not stated)
 : 1 | -4 | 96 | -5 | -0.2 | 3.7 | 14 | -10 | 3 | -4
Cc1ccc(NC(=O)CC2=NC(=O)C(CC(=O)Nc3ccccc3F)S2)cc1 (configuration not stated)
 : 2 | -8 | 90 | 11 | 0.0 | -2.1 | 3 | 1 | -2 | 4
CCN(CC)C(=O)C1=C(C)N(Cc2ccccc2)C(=O)C(CC(=O)NCCCN(C)C)C1 (configuration not stated)
 : -1 | 0 | 90 | -4 | -0.2 | 1.0 | -7 | -24 | -4 | 10
CC(=O)Nc1ccc(NC(=O)c2ccc([N+](=O)[O-])cc2Cl)cc1
 : 1 | -2 | 100 | 5 | 0.3 | -2.0 | 6 | 3 | -2 | -15
O=C(Oc1ccc(Br)cc1)c1cccc(S(=O)(=O)N2CCOCC2)c1
 : 0 | 21 | 101 | 7 | 0.0 | 0.3 | -4 | -1 | -4 | -5
Cc1ccc2nc(N(CCCN(C)C)C(=O)c3ccc(S(=O)(=O)N4CCc5ccccc5C4)cc3)sc2c1
 : -10 | 1 | 99 | 8 | 0.8 | 8.7* | 10 | 0 | 47 | 8
Fc1c(F)c(F)c(CSc2nc3ccccc3[nH]2)c(F)c1F
 : -2 | -10 | 98 | 5 | 0.1 | -1.4 | -7 | -1 | 11 | -2
Cc1ccc(OCC(=O)N/N=C/c2cc([N+](=O)[O-])ccc2N2CCCCC2)cc1
 : 4 | 0 | 98 | -5 | -0.4 | 3.3 | 6 | 3 | 13 | -3
COc1ccc(-c2nc3ccc(Cl)cn3c2Cc2ccccc2C(F)(F)F)cc1OC
 : -4 | . | 101 | . | -0.2 | . | 3 | . | -1 | 5
Cc1ccc(SCCN2C(=O)NC(C)(C)C2=O)cc1
 : -3 | -7 | 100 | 1 | 0.0 | -0.6 | 6 | -8 | 2 | -2
COc1ccccc1/C=C/CN1CCSCC1
 : 0 | -4 | 102 | -3 | 0.0 | 0.2 | -3 | 2 | 0 | 4
O=C(NCCC(c1ccccc1)c1ccccc1)c1cnccn1
 : -1 | -1 | 98 | 3 | -0.2 | -0.4 | 5 | 9 | -2 | 5
COc1ccc(Cl)cc1NC(=O)c1nc2nc(C)cc(C(F)F)n2n1
 : 1 | 6 | 97 | 7 | -0.4 | 0.2 | 3 | -2 | 5 | 5
CCOC(=O)c1cc2c(c(CSc3nc4ccccc4c(=O)n3Cc3ccco3)c1)OCOC2
 : 2 | . | 94 | 13 | 0.1 | -2.0 | 5 | -4 | 1 | -3

Gathered by group: those above containing an aryl thioether with sulfur outside any ring
Screens in order: Glyco luc inh | Vif imaging | ABCB6 inh MLPCN | MC4R antag cAMP | aDG glyco up | MC4R barr agon | ABHD5-PLIN5 inh | TLR9-MyD88 block | Granule exo inh | NOD2-RIPK2 inh
S=c1sc(SCCOc2ccccc2)nn1-c1ccccc1
 : -2 | 4 | 106 | 6 | -0.2 | -0.8 | 0 | -2 | 7 | -15
O=C(CSc1nnc(-c2cccnc2)n1Cc1ccccc1)NCc1ccco1
 : 0 | -5 | 101 | 9 | 0.3 | -1.9 | 8 | 8 | 2 | -1
CC(C)Cn1cnc2c(SCc3ccccc3Cl)nc(N)nc21
 : -11 | -3 | 93 | -4 | 0.1 | -2.9 | -3 | 10 | -2 | 6
Fc1c(F)c(F)c(CSc2nc3ccccc3[nH]2)c(F)c1F
 : -2 | -10 | 98 | 5 | 0.1 | -1.4 | -7 | -1 | 11 | -2
Cc1ccc(SCCN2C(=O)NC(C)(C)C2=O)cc1
 : -3 | -7 | 100 | 1 | 0.0 | -0.6 | 6 | -8 | 2 | -2
CCOC(=O)c1cc2c(c(CSc3nc4ccccc4c(=O)n3Cc3ccco3)c1)OCOC2
 : 2 | . | 94 | 13 | 0.1 | -2.0 | 5 | -4 | 1 | -3

A portion of the library; count on the stated rates, not on these rows.
